Compound activity (PubChem)
HCMV antiviral: human cytomegalovirus inhibition; HFF cells, HCMV-luciferase reporter, 72 h; stronger effect = lower value; activity change, negative = inhibition, % at 57.5 µM; actives 4.5% (n = 410,000); AID 1259415; in the data active = activity change below about -60%; inconclusive = no clear call, values can overlap the other calls; inactive = above about -39%
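Two-dose cell screen: HFF monolayers treated with compounds and infected with luciferase-expressing HCMV at 1 PFU/cell, 72 h at 37C, then lysed for luciferase measurement.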
* hit, by the source's call; u = inconclusive. % is set by controls: 0 for no effect and ±100 for the full control effect. Not all compounds are listed (hit frequency here may not be typical).

SMILES,HCMV antiviral
Nc1ccn([C@@H]2O[C@H](C(=O)N[C@H]3c4ccccc4C[C@H]3O)[C@@H](O)[C@H]2O)c(=O)n1,-11
COC(=O)[C@]12CCCCC=C1N(Cc1ccccc1)C(=O)[C@H](CC(=O)NCCc1ccccc1OC)C2,-11
COc1ncnc2c1ncn2CCCNCCCN1CCCC1=O,-7
C[C@H](CO)N1C[C@H](C)[C@H](CN(C)C(=O)CC2CC2)Oc2cc(Br)ccc2S1(=O)=O,-2
Cc1ccc(C(=O)N/N=C/c2cccnc2)cc1Cl,-31
COC(=O)[C@]12CCCCC=C1N(Cc1ccccc1)C(=O)[C@H](CC(=O)NCC13CC4CC(CC(C4)C1)C3)C2,-17
CCCCOc1ccc(C(=O)NCCN2CCC(n3c(=O)[nH]c4ccccc43)CC2)cc1,7
CCc1nc2ccc(C(=O)N3CCN(c4ccccc4)CC3)cn2c1N(C)CCC(C)C,26
CC(C)c1ccc(NC(=O)Nc2nc(C(N)C(C)C)cs2)cc1 (stereo not drawn),-9
COC(=O)c1cc2c(c3c4cc(OC)ccc4n(S(=O)(=O)c4ccc(F)cc4)c13)C(=O)N(Cc1ccccc1)C2,-19
CC(C)c1ccc(NC(=O)C2(C)Cc3c(-c4ccccc4)ccnc3O2)cc1 (stereo not drawn),-8
CCOC(=O)[C@]12CCC=C1N(Cc1cccc3ccccc13)C(=O)[C@H](CC(=O)NCc1ccccc1)C2,-21
O=C1NC[C@H](CC2CCCCC2)N(CCC23CC4CC(CC(C4)C2)C3)C1=O,0
CCCNC(=O)C1(C)CCCN(C(=O)c2cc(F)cc(F)c2)C1 (stereo not drawn),-32
COc1ccc(-c2[nH][nH]c(=O)c2NC(=O)c2ccccc2Br)cc1,-4
COCCNC(=O)C1(C)CCCN(C(=O)c2cccc(C(F)(F)F)c2)C1 (stereo not drawn),-15
O=C(COc1ccc(Cl)cc1Cl)NCCN1CCCCC1,-23
CCCS(=O)(=O)NC(=O)C1(C)CCN1C(=O)Cc1ccc(Cl)cc1Cl (stereo not drawn),-13
CC(=CCOc1ccc2ccc(=O)oc2c1)C1=CC(=O)C(C)(C)O1,-76*
O=C(OCc1cn([C@@H]2C[C@H](c3ccccc3)N(Cc3cccs3)C[C@H]2O)nn1)c1ccccc1,-10
O=C1Nc2ccccc2NC(c2cccc(Br)c2)=C1N(C(=O)C(=O)c1cccs1)c1ccccc1,-88*
C[C@H]1CN([C@@H](C)CO)S(=O)(=O)c2ccc(Br)cc2O[C@H]1CN(C)S(=O)(=O)c1ccccc1F,28
COCCCNC(=O)c1cc(Cc2ccccc2)sc1N,30
O=C(NCc1ccccn1)c1[nH]c(C(F)(F)F)nc1-c1ccccc1,-19
CCc1ccc(NC(=O)C(=O)NCCN2CCN(C(=O)c3ccc(OC)cc3)CC2)cc1,-33
CC(=O)C(=Cc1ccccc1)c1ccccc1,11
CC(=O)Oc1ccc(CN2C(=O)C(CCc3ccccc3)ON=C2c2cnccn2)cc1 (stereo not drawn),65
Cc1onc(-c2ccccc2)c1C(=O)OCC(=O)N1CCCCC1,-8
O=C(Nc1ccc(-c2ccco2)cc1)C1CCCN(Cc2ccco2)C1 (stereo not drawn),-2
C[C@H](NC(=O)C[C@@H]1C[C@@H]2c3cc(NC(=O)C4CCC4)ccc3O[C@@H]2[C@@H](CO)O1)c1ccccc1,-18
C[C@@H]1CCCCO[C@H](CN(C)Cc2ccc(C(=O)O)cc2)[C@@H](C)CN([C@H](C)CO)C(=O)c2cc(NC(=O)CCC(F)(F)F)ccc2O1,6
CCCCNC(=O)C1(C)CCN1C(=O)c1ccc(F)cc1Cl (stereo not drawn),8
CC(C)C[C@H]1CNC(=S)N1C[C@H]1CCCN1C[C@H](Cc1ccccc1)N1C[C@H](CC(C)C)N(CCc2ccccc2)C1=S,28
Cc1ccc(CN2CCC2(C)C(=O)NC2CCc3ccccc32)cc1 (stereo not drawn),-8
CC1=C(C(=O)N(C)C)CC(CC(=O)NCCc2ccccn2)C(=O)N1Cc1ccc(C(C)(C)C)cc1 (stereo not drawn),-10
CCCCN(C)C(=O)c1ccc(Nc2nc(C(N)CCc3ccccc3)cs2)nc1 (stereo not drawn),15
C[C@@H]1CN([C@H](C)CO)C(=O)CCCn2cc(nn2)CO[C@H]1CN(C)S(=O)(=O)c1ccc(C#N)cc1,19
CN(Cc1ccccc1)C(=O)c1csc([C@H]2C[C@H](O)[C@@H](CO)O2)n1,8
Cc1ccc(-c2nc3ccc(Cl)cn3c2Cc2ccccc2)cc1,25
N#Cc1ccc(OCC(=O)Nc2nc(-c3ccccn3)cs2)cc1,u
CC(O)(c1cccnc1)c1nc(-c2ccc3c(c2)OCO3)cs1 (stereo not drawn),u
COc1c2ccccc2nn1C(C)C,-3
CCC[C@H]1CN(c2ccccc2)C(=O)[C@@H]1CC(=O)Nc1ccccc1,-12
CN[C@@H](CO)C(=O)NC[C@H]1O[C@@H](n2cnc3c(N)ncnc32)[C@H](O)[C@@H]1O,-4
Cc1ccccc1-c1n[nH]nc1C1=CC(=O)CC(C)(C)C1,-21
Cc1onc(-c2ccccc2Cl)c1C(=O)NCc1nnnn1-c1ccc(F)c(F)c1,-32
Cc1ccc(C(=O)OCC(=O)Nc2cccc(S(=O)(=O)N3CCCCC3)c2)s1,-4
COc1ccc(Cl)cc1Cn1c(C)c(C(=O)NCc2ccccc2C(F)(F)F)sc1=O,u

A draw from above in order of SMILES length, lowest first:
SMILES,HCMV antiviral
COc1c2ccccc2nn1C(C)C,-3
Cc1ccccc1-c1n[nH]nc1C1=CC(=O)CC(C)(C)C1,-21
CCC[C@H]1CN(c2ccccc2)C(=O)[C@@H]1CC(=O)Nc1ccccc1,-12
Cc1onc(-c2ccccc2Cl)c1C(=O)NCc1nnnn1-c1ccc(F)c(F)c1,-32

(listing goes on)
SMILES,HCMV antiviral
O=C(C[C@@H]1C[C@@H]2c3cc(NC(=O)C4CCOCC4)ccc3O[C@@H]2[C@H](CO)O1)NCc1ccccn1,26
COc1ccccc1N1CCN(CC(=O)NC(=O)NCc2ccccc2)CC1,18
COC(=O)[C@@]12C[C@@H](CC(=O)NCC34CC5CC(CC(C5)C3)C4)C(=O)N(CCc3ccc(OC)c(OC)c3)C1=CCC(C)(C)C2,13
O=C1COCc2ccc(-c3cc4ccccc4o3)cc2N1CC1CC1,-3
CC(CCl)n1c(=O)c2ccccc2n1C(=O)c1ccccc1 (stereo not drawn),-7
CC(=O)Nc1ccc(-c2ccnc3c2CC(C(=O)NCc2cccc(Cl)c2)O3)cc1 (stereo not drawn),-25
CC(C)NC(=O)c1csc([C@@H]2O[C@H](CO)[C@H](O)[C@H](O)[C@H]2O)n1,17
O=C(NCCCN1CCOCC1)c1cc(S(=O)(=O)N2CCCCC2)ccc1Cl,-12
CC(C)(C)Cc1c(-c2ccc(F)cc2)nc2ccc(Br)cn12,-76*
CC(C)c1ccc(C(c2c(O)c3ccccc3oc2=O)c2c(O)c3ccccc3oc2=O)cc1,7
Cc1ccc(S(=O)(=O)NC(=O)C2(C)CCN2C(=O)c2ccccc2CCc2ccccc2)nc1 (stereo not drawn),25
COc1ccc(S(=O)(=O)N(C)[C@H]2C[C@H]3c4cc(N5CCN(C)CC5)ccc4CCN3C(=O)[C@H]2[C@H](C)O)cc1,-3
CSc1ccc(CN2CCC2(C)C(=O)NC2CCc3ccccc32)cc1 (stereo not drawn),-14
CC(=O)CCN1CCSCCS1(=O)=O,4
COc1ccc(CCNC(=O)Nc2ccc3c(c2)c(=O)n(C)n3Cc2ccc(F)cc2)cc1OC,-38
CCOC(=O)CCCNC(=O)N[C@H]1CC[C@@]23CCCN2C(=O)CCC[C@H]3C1Cc1ccccc1 (stereo partly drawn),-5
CCc1nc2c(OCC(=O)c3ccc(Cl)cc3Cl)cccn2c1N(C=O)Cc1ccc(OC)cc1,29
COc1cccc(COC(=O)Nc2ccccc2)c1OC,-12
COC(=O)c1ccc2nc(-c3cccc(Br)c3)c(Cc3cccc(Cl)c3)n2c1,22
O=S1(=O)CC(N2CCCC2)CN1Cc1cn(Cc2ccc(C(F)(F)F)cc2)nn1 (stereo not drawn),-10
CCC(=O)Nc1ccc2c(c1)OC[C@@H](C)N(C(=O)c1ccccn1)C[C@@H](C)[C@@H](OC)CN(C)C2=O,-13
COCCN(C(=O)CSc1nnc(-c2ccc(F)cc2)n1N)c1c(N)n(CC(C)C)c(=O)[nH]c1=O,8
O=C(NCc1cccnc1)c1cc(C2CCCN(C(=O)c3ccccn3)C2)on1 (stereo not drawn),17
Cc1ccc(S(=O)(=O)N2C3CCCCC3O[C@H]2CC(=O)c2ccc(F)cc2)cc1 (stereo partly drawn),-11
Cc1ccc(OC(=O)N(C)C[C@@H]2OCc3cn(nn3)CCCC(=O)N([C@H](C)CO)C[C@H]2C)cc1,2
O=C(COC(=O)c1cc(S(=O)(=O)N2CCCCC2)ccc1Cl)NC1CCCCC1,-13
OCc1nc2ccccc2n1CCCc1ccccc1,-7
O=[N+]([O-])c1ccccc1SNc1ccccc1,-32
COc1ccc(-c2coc3c(C(=O)NCC(C)C)cccc23)c(C)c1,u
O=C(C1CCCO1)N1CCN(C(=O)C23CC4CC(CC(C4)C2)C3)CC1 (stereo not drawn),-12
COc1cc(CN2C(=O)C(C)ON=C2c2cccs2)cc(OC)c1 (stereo not drawn),-22
O=C(Nc1cccc(-c2ccc(N3CCOCC3)nn2)c1)c1cccc(Cl)c1,-3
CCS(=O)(=O)N1CCN(C(=O)c2ccc3nc(C)c(N(C)C(=O)CCc4ccccc4)n3c2)CC1,34
Cc1c(-c2ccccc2)nnn1-c1ccc(F)c(Cl)c1,28
CN(CCc1ccccc1)C(C(=O)Nc1ccc2c(c1)OCCO2)C1CC1 (stereo not drawn),29
COc1ccc(NC(=O)C2(C)Cc3c(-c4ccc(C(N)=O)cc4)ccnc3O2)cn1 (stereo not drawn),17
C=CCN1Cc2ccccc2-n2nncc2C1,13
Cc1ccc(F)cc1C(=O)N1CCCC(c2cc(C(=O)Nc3ccccc3Cl)no2)C1 (stereo not drawn),-30
COc1ccc(Cl)cc1NC(=O)CN1C(=O)C(=O)N(C2CCCC2)C1=O,-27
Cc1cccc(C(=O)OCC(=O)N2c3ccccc3CC2C)c1C (stereo not drawn),-2
O=C1Nc2ccccc2N(C(=O)c2ccc(-c3ccccc3)cc2)C1c1nc2ccccc2[nH]1 (stereo not drawn),167
COc1ccc(Br)c(Cn2c(C)c(C(=O)NCc3cccc([N+](=O)[O-])c3)sc2=O)c1,41
CCOc1ccc(OCC(=O)N2CCN(S(=O)(=O)c3ccccc3)CC2)cc1,-30
CCCC1NC(=O)c2cc3ccccc3cc2-n2c1nc1ccc(F)cc1c2=O (stereo not drawn),-21
Cc1ccsc1C(=O)N1CCCC(C)(C(=O)O)C1 (stereo not drawn),-3
O=C(NCc1ccccc1)C1c2ccccc2OCC(=O)N1CC(F)(F)F (stereo not drawn),12
COc1ccc(OC)c(CCNC(=O)Cc2ccc(NC(=O)C3=C(C)OCCS3)cc2)c1,-19
COC(=O)C1(C(=O)OC)C/C=C\CN(S(=O)(=O)c2ccccc2[N+](=O)[O-])CCC1,31
COc1ccc(OC)c(C2=CC(=O)C[C@H](c3ccc(F)cc3)C2)c1,-37
COc1ccc(N(CC(=O)NC2CC3CCC2C3)S(=O)(=O)c2ccc(C)cc2)cc1Cl (stereo not drawn),-31
OC[C@@H]1CN(Cc2ccccc2)C[C@H](n2cnc3c(NC4CC4)ncnc32)O1,46
COc1ccc2c(c1)CCC1(C)CC(=O)C(Br)=C21 (stereo not drawn),10
Cc1ccccc1P(=O)(c1ccccc1)c1ccccc1C,-33
c1ccc2c(c1)-c1nc3ccccc3cc1C2N1CCCCC1 (stereo not drawn),-102*
CNC(=O)C[C@H]1C(=O)N(c2ccccc2)C[C@@H]1C,-7
c1ccc(-c2cc3c(Nc4ccc5c(c4)OCCO5)nccc3[nH]2)cc1,0
COc1ccc(-c2ccc3c(c2)CN(C(=O)NC2CCCCC2)Cc2cnnn2-3)cc1,-23
CCCc1ccc(-c2cc(NC(=O)Cc3c(C)[nH]c4ccccc34)ccc2N(C)c2cccnc2)cc1,50
CC1(C(=O)NS(=O)(=O)c2cccc(Cl)c2)CCN1C(=O)Cc1cccs1 (stereo not drawn),-30
CC1(C)N=C(N)N=C(N)N1c1ccc(CCCCc2ccccc2)cc1,-101*

Retrieved one by one from above, 3 records:
SMILES,HCMV antiviral
c1ccc2c(c1)-c1nc3ccccc3cc1C2N1CCCCC1 (stereo not drawn),-102*
COc1ccc(N(CC(=O)NC2CC3CCC2C3)S(=O)(=O)c2ccc(C)cc2)cc1Cl (stereo not drawn),-31
COc1ccc(-c2ccc3c(c2)CN(C(=O)NC2CCCCC2)Cc2cnnn2-3)cc1,-23

Further compounds
SMILES,HCMV antiviral
C[C@H](CO)N1C[C@H](C)[C@@H](CN(C)Cc2cccc(C(F)(F)F)c2)OCc2cnnn2CCCC1=O,-7
CCCCn1nnnc1C(c1ccccc1OC(F)(F)F)N1CCN(C/C=C/c2ccccc2)CC1 (stereo not drawn),-18
COCOCCn1cc(CN2CCS(=O)(=O)N(Cc3ccc(-c4ccccc4)cc3)C(CC(C)C)C2=O)nn1 (stereo not drawn),-12
COc1ccc(S(=O)(=O)N2CCOC2CNC(=O)C(=O)NCc2ccccn2)cc1OC (stereo not drawn),-6
